SENP8 block-1: human SENP8 protease inhibitors, primary screen, biochemical, fluorescence, Nedd8 protein substrate, uHTS. recombinant SENP8. 360,000 compounds, 0.64% hits. Sentrin-specific protease 8 (Homo sapiens), Q96LD8. inhibition, % at 20 µM. AID 602440, 2012; in the data active = inhibition mostly above about 40%, no sharp cut-off; inactive = mostly below about 27%
Target sequence (Q96LD8 whole entry, looked up): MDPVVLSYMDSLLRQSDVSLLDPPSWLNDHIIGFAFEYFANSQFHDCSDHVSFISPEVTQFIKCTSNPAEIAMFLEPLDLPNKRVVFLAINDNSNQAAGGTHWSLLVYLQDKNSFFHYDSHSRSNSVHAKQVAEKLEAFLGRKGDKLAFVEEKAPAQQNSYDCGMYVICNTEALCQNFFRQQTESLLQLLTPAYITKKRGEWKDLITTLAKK
SENP6 block: SENP6 protease inhibitors, primary screen, biochemical, luminescence, uHTS; Sentrin-specific protease 6 (Homo sapiens), Q9GZR1; Recombinant SENP6 catalytic domain, aminoluciferin luminescence; AID 2599, 2010; inhibition, % at 10 µM; 330,000 compounds, 1.8% hits;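 active = inhibition above about 50% at the single tested dose, limit read from the data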;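 note: plate controls were DMSO wells with enzyme for no effect and DMSO wells lacking enzyme for full effect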
Target sequence (Q9GZR1 628-1112 limits assumed): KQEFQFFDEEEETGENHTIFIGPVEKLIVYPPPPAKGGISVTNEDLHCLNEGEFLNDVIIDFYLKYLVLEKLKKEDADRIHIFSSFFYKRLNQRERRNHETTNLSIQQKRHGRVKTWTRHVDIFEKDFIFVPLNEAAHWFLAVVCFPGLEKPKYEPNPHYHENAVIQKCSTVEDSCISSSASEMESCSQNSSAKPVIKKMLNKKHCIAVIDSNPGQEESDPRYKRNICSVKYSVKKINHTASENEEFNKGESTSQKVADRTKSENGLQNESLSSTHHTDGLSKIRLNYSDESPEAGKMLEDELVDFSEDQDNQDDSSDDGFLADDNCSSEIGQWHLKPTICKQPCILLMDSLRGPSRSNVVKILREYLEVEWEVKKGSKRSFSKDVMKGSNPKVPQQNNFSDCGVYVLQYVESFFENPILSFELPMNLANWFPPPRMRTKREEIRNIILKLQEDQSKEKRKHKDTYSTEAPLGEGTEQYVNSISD
SENP1 inh: human SENP1 catalytic domain inhibitors, primary screen, biochemical, FRET, uHTS; Sentrin-specific protease 1 (Homo sapiens), Q9P0U3; recombinant SENP1 catalytic domain, CyPet-SUMO1-YPet FRET cleavage; inhibition, % at 10 µM; 360,000 compounds, 0.21% hits;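 active = inhibition at least 30% at 10 µM, raw YFP signal under a set limit, fluorescence ratio 0.5 to 1.5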;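 note: 0% = enzyme with DMSO and 100% = no enzyme wells; some results filed as inactive read as strong as hits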
Target sequence (Q9P0U3 419-644 limits assumed): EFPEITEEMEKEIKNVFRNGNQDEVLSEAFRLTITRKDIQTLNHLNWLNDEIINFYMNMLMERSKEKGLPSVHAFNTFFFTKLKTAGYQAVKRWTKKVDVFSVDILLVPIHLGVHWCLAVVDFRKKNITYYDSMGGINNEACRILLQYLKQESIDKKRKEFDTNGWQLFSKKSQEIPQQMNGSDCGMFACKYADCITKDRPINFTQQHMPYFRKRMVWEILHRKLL
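Material: hSENP1 catalytic domain, recombinant; medium: Tris pH 8 with BME, BSA, NP40 and catalase; compound: single concentration of 10 µM compound, 0.5% DMSO final; technique: FRET read of cyan and yellow fluorescence; timing: 50 min enzyme reaction, room temperature, light-protected; reagent: SFCypet-SUMO1-SFYpet substrate at 25 nM; control set: no-enzyme low, enzyme-DMSO high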
Apaf1 inhib: inhibitors of human Apaf-1 apoptosome, primary screen, biochemical, DEVD-Rh110 fluorescence, uHTS; Apoptotic protease-activating factor 1 (Homo sapiens), O14727; reconstituted apoptosome caspase-3 activity; inhibition, % at 20 µM; 330,000 compounds, 0.71% hits; AID 489030, 2010; active = inhibition of at least 40% at 20 µM;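 note: plate controls were DMSO wells for no effect and DEVD-CHO caspase inhibitor wells for full effect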
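Material: biochemical Apaf-1 apoptosome reconstitution. Medium: Hepes buffer, pH 7.5. Also added: cytochrome c activation, bis-DEVD rhodamine 110 substrate. Timing: 30 min compound preincubation, 50 min activation, room temperature. Measured by: rhodamine 110 fluorescence at Ex 480/Em 540 nm.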
PfGluPho inh: PfG6PD enzyme inhibitors, primary screen, biochemical, fluorescence intensity, uHTS; 350,000 compounds, 0.78% hits; AID 504690, 2011; PfGluPho enzyme, NADPH resazurin-diaphorase fluorescence; glucose-6-phosphate dehydrogenase-6-phosphogluconolactonase (Plasmodium falciparum 3D7); inhibition, % at 20 µM;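 active = inhibition reaching at least a set limit at 20 µM in the primary screen, cut at about 59% in these data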;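 note: 0% = DMSO wells with substrate and 100% = DMSO wells lacking glucose-6-phosphate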
SENP8 block-2: SENP8 protease inhibitors, primary screen, biochemical, luminescence; 330,000 compounds, 1.2% hits; inhibition, % at 10 µM; AID 2540, 2010; purified SENP8, Z-RLRGG-aminoluciferin cleavage; in the data active = inhibition above about 50%
NLRP3 yeast inh: NALP3 inflammasome inhibitors in reconstituted yeast, primary screen, luminescence, uHTS; Yeast reconstituted NLRP3/ASC/caspase-1, beta-gal luminescence, 24 h; inhibition, % at 10 µM; 330,000 compounds, 0.39% hits;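 active = inhibition of 50% or more; inactive = inhibition below 50%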;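 note: plate controls were induced DMSO wells for no effect and uninduced yeast grown without galactose for full effect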
HKDC1 inh: HKDC1 hexokinase inhibitors, primary screen, biochemical, fluorescence, uHTS; inhibition, % at 20 µM; Q2TB90; AID 493160, 2011; 340,000 compounds, 0.16% hits; recombinant HKDC1, G6PDH/diaphorase resazurin coupled fluorescence;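 active = inhibition above about 35% when tested at 20 µM, limit read from the data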;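 note: plate controls were DMSO wells with enzyme for no effect and DMSO wells lacking enzyme for full effect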
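Test system: recombinant HKDC1 (HK5) hexokinase enzyme, produced in-house / Doses: 20 µM test compound, 1% DMSO / Timing: 90 min, room temperature / Detection: G6PDH/diaphorase-coupled fluorescence, 1 mM NADP, 100 µM resazurin, 525/613 nm / Control set: DMSO wells with and without enzyme mix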
SENP7 block: SENP7 protease inhibitors, primary screen, biochemical, luminescence, uHTS. Sentrin-specific protease 7 (Homo sapiens), Q9BQF6. recombinant SENP7, Z-RLRGG-aminoluciferin luminescence, 40 min. inhibition, % at 5 µM. 330,000 compounds, 1.5% hits;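 active = inhibition above about 50% at the single test dose, limit read from the data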;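 note: plate controls were DMSO with enzyme for no effect and no enzyme buffer wells for full effect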
* marks the source's active call; other numbers are inactive results; i = inactive; · = not tested or not shown. Random draw from the library. About 4.1% of those tested had a hit in this group.

SMILES	SENP8 block-1	SENP6 block	SENP1 inh	Apaf1 inhib	PfGluPho inh	SENP8 block-2	NLRP3 yeast inh	HKDC1 inh	SENP7 block
COCCNC(=O)CN(CC1CCCO1)C(=O)CCC(=O)Nc1ccccn1 (stereo not given)	25	-6	2	-7	-10	-9	14	-3	13
CSCCC1NC(=O)N(C(C)C(=O)Nc2cc(Cl)cc(Cl)c2)C1=O (stereo not given)	5	8	3	6	12	2	1	-2	10
COC(=O)c1ccccc1NC(=O)c1ccc2c(c1)CC(C)O2 (stereo not given)	-61	13	0	15	36	-2	30	2	-3
COc1ccccc1C1CCCN1Cc1nc(-c2cc3c(cc2Cl)OCO3)oc1C (stereo not given)	-4	2	-4	9	-3	-2	21	-1	6
O=C1NCCN1C(=O)c1ccco1	6	4	0	8	9	4	6	-6	3
CC12CCC(=O)N1C(C(=O)N1CCN(c3cccc(Cl)c3)CC1)CS2 (stereo not given)	13	6	0	15	6	5	2	-1	1
CCOC(=O)c1nc(-c2ccc(OC)c(OC)c2)no1	18	-11	-1	-6	-7	-4	-7	-7	0
Cc1ccc(S(=O)(=O)N2CCCN(Cc3nc4ccccc4c(=O)[nH]3)CC2)cc1	-8	-13	-4	12	-11	-3	1	-2	-16
COc1ccc(N2CCN(S(=O)(=O)c3ccc(-c4cc(C)no4)s3)CC2)cc1	-15	0	2	8	2	-6	12	-5	-15
CCc1c(O)nc(SCC(=O)Nc2ccccc2C)[nH]c1=O	8	-14	-2	-9	0	1	16	6	0
CCN(CC)C(=O)c1sc(NC(=O)c2ccc3c(c2)OCO3)c(C#N)c1C	-120	-1	-67	-8	-26	1	3	0	5
OCCNc1nc(Nc2ccccc2)nc2ccccc12	-459	-6	-1	-5	-15	-1	20	-11	-1
CN(CC(=O)N1CCN(c2ccc(F)cc2)CC1)S(=O)(=O)c1ccc(F)cc1	-8	-1	2	1	2	-4	17	3	-7
COc1cc(C(=O)NC(=S)NNC(=O)c2cnccn2)cc(OC)c1OC	-29	-14	-5	-9	-5	-4	12	-32	0
CC(C)c1c(C(=O)N/N=C/c2cccc(OCc3ccccc3)c2)nnn1-c1nonc1N	11	-22	2	13	31	-7	4	3	12
COC(=O)Cc1c(C)nc2nc(-c3ccc(Cl)cc3)[nH]n2c1=O	-2	27	1	7	52	-5	13	-3	2
CCCCNc1nc2c(c(=O)n(C)c(=O)n2C)n1CCC	16	-14	1	5	4	0	7	-6	3
CCNC(=O)CCC(=O)Nc1cc(Cl)ccc1C	35	5	4	-16	-33	-7	11	-5	-1
COc1ccc(NC(=O)CC2Nc3cccc4cccc(c34)NC2=O)cc1 (stereo not given)	-64	93*	-23	94*	26	59*	19	24	67*
OCC[C@H]1C[C@@H](O)[C@H](O)[C@]2(Cc3ccccc3CO2)O1	0	-11	0	-4	-2	-9	15	4	-8
CC1CCCC(NC(=O)CCn2c(=O)oc3ccccc32)C1C (stereo not given)	24	1	1	0	-16	4	2	0	13
CC(=O)/C(=N\Nc1cccc(Cl)c1)Sc1nnc(-c2ccccc2)n1-c1ccccc1	1	-1	3	17	8	-11	8	-4	6
COc1ccc2c(Cl)c(-c3nnco3)sc2c1	-37	-6	-1	3	11	-7	10	-3	-5
CC(=O)c1cccc(N2C(=O)CC(N3CCN(S(=O)(=O)c4ccc(Cl)cc4)CC3)C2=O)c1 (stereo not given)	6	-9	3	-13	9	-3	8	-5	1
CN1CCN(/C(=N\O)c2nonc2N)CC1	9	-4	1	0	-9	0	1	-6	4
CCn1c(NC(=O)c2ccccc2F)c(-c2cccs2)c(=O)c2ccccc21	-14	-15	-9	-19	0	-3	6	-4	-5
COc1cccc(/C=N/NC(=O)c2oc3nc(-c4ccccc4)cc(-c4ccco4)c3c2N)c1	-326	13	-33	9	-2	14	10	-4	0
CCOC(=O)n1c(=O)n(C)c2ccc(Br)cc21	4	7	1	6	7	1	3	2	6
COC(=O)c1ccc(C(=O)N2CCCC(CNC(=O)c3ccc(F)cc3)C2)cc1 (stereo not given)	15	5	1	-5	11	-1	1	-5	1
O=S(=O)(c1ccc2ccccc2c1)N1CCN=C1SCc1cccnc1	8	4	-1	11	9	3	11	6	3
COc1ccc(Br)cc1CN1CCN(C(=O)c2ccco2)CC1	13	0	0	3	14	-2	27	-5	4
CC(=O)c1cccc(NC(=O)c2cc(-c3ccco3)nc3ccccc23)c1	-302	12	5	8	20	6	10	-1	4
Cc1ccc(CN2C(=O)c3ccccc3Sc3ccc(C(=O)NCCCN4CCOCC4)cc32)cc1	10	-16	3	17	-29	-8	4	4	-10
CC1(C)N=C(c2ccccn2)C(C)(C)N1O	8	15	1	-14	5	4	5	-6	14
O=C(C=Cc1ccccn1)c1ccccc1O	-37	·	2	·	34	·	·	-1	·
COC(=O)CCC/C=C1/SCC(NC(=O)c2ccccc2)C1=O (stereo not given)	14	-10	7	-2	1	-4	5	-5	-3
Cc1ccc(C(=O)Nc2nc(-c3cccnc3)cs2)o1	-20	24	0	-2	28	-1	7	7	8
Cc1cc(C)n2nc(C(=O)OCC(=O)N(C)C3CCS(=O)(=O)C3)nc2n1 (stereo not given)	5	-7	1	-5	13	-6	-1	-3	-12
CCC1(c2ccccc2)NC(=O)N(CC(=O)Nc2cc(S(=O)(=O)N3CCCCC3)ccc2N(C)C)C1=O (stereo not given)	1	-10	-1	22	11	13	13	-3	6
CCOc1cc(S(=O)(=O)N2CCCCCC2)ccc1F	24	9	2	-9	-4	1	37	-2	0

Looked up above.
CCOC(=O)n1c(=O)n(C)c2ccc(Br)cc21 – NLRP3 yeast inh: 3
CC(=O)/C(=N\Nc1cccc(Cl)c1)Sc1nnc(-c2ccccc2)n1-c1ccccc1 – SENP1 inh: 3
Cc1cc(C)n2nc(C(=O)OCC(=O)N(C)C3CCS(=O)(=O)C3)nc2n1 (stereo not given) – PfGluPho inh: 13

The main list resumes with the two entries that preceded the break.
SMILES	SENP8 block-1	SENP6 block	SENP1 inh	Apaf1 inhib	PfGluPho inh	SENP8 block-2	NLRP3 yeast inh	HKDC1 inh	SENP7 block
CCC1(c2ccccc2)NC(=O)N(CC(=O)Nc2cc(S(=O)(=O)N3CCCCC3)ccc2N(C)C)C1=O (stereo not given)	1	-10	-1	22	11	13	13	-3	6
CCOc1cc(S(=O)(=O)N2CCCCCC2)ccc1F	24	9	2	-9	-4	1	37	-2	0
CCc1ccc(OCCNC(=O)c2cccs2)cc1	18	-8	3	7	-5	-7	35	3	-4
O=C(NN=Cc1ccc(O)cc1)c1ccccc1NS(=O)(=O)c1cccs1	i	0	-8	0	-8	-15	6	-1	12
CCCCc1cc(=O)oc2cc(C)cc(OC(C)C(=O)NCc3ccncc3)c12 (stereo not given)	-193	7	0	5	3	-5	5	2	8
CC(=O)c1ccc(NC(=O)c2ccc3nc(C)sc3c2)cc1	0	13	-1	4	16	4	11	-4	5
Cc1cccn2c(=O)c(/C=C(\C#N)C(=O)NC3CCS(=O)(=O)C3)c(N3CCC(C(N)=O)CC3)nc12 (stereo not given)	-107	2	-129	4	0	-5	-1	-12	-4
Cc1ccc(-c2cc(C(=O)N3CCN(C4CCS(=O)(=O)C4)CC3)c3ccccc3n2)cc1 (stereo not given)	-106	-2	1	4	6	-1	11	-3	5
Cc1ccc2[nH]ccc(=O)c2c1	6	-10	0	-9	-11	-12	15	-3	13
O=C(CSc1nc2ccccc2c(=O)n1Cc1ccco1)NCc1ccco1	3	-13	-1	-19	4	-9	1	-2	-3
N#Cc1cccc(C(=O)OCC(=O)NC(=O)NC2CCCCC2)c1	-3	-13	1	21	0	-11	17	-2	15
N#CC(OC(=O)c1ccccc1)c1cccc([N+](=O)[O-])c1 (stereo not given)	26	·	6	·	4	·	·	-2	·
CCCC12CN3CC(C)(CN(C1)C3c1ccco1)C2=O (stereo not given)	-1	-14	2	-6	-6	-1	17	2	0
C[C@@H](OC(=O)N1CCCCC1)[C@H]1O[C@]2(C)CCCC[C@H]1O2	5	-1	3	-3	4	1	11	-12	-5
CN1CCC(=NNC(=O)CN(c2ccccc2)S(=O)(=O)c2ccccc2)CC1	2	8	1	-6	-1	4	-8	-3	2
Cc1cccc(NC(=O)CN2C(=O)N/C(=C\c3ccc(N4CCOCC4)cc3)C2=O)c1	-281	-7	-56	-9	-10	-13	15	-12	-6
CC(=O)N1c2ccc(S(=O)(=O)NCCC(=O)Nc3ccc(C)c(F)c3)cc2CC1C (stereo not given)	7	9	0	-2	-3	7	3	-2	-7
COc1ccc(Cc2nc(-c3cccs3)no2)cc1	4	-14	0	-11	-17	-11	37	0	6
COc1ccc(N(CC(=O)NCc2ccco2)C(=O)CNS(=O)(=O)c2ccc(Cl)cc2)cc1	18	-13	0	13	2	-2	12	3	13
O=C1NC2NC(=O)N(C(Cc3ccccc3)C(=O)O)C2N1 (stereo not given)	17	60*	4	-7	-6	2	-5	-13	5
O=C(N/N=C/c1sc(N2CCOCC2)nc1-c1ccccc1)c1cccc(S(=O)(=O)N2CCCC2)c1	-429	16	-36	15	-18	-6	-3	-26	-4
O=C(O)C1CCN(C(=O)CCN2C(=O)S/C(=C\c3ccccc3)C2=O)CC1	12	-18	1	-3	-12	-5	10	3	-2
Cc1ccc(S(=O)(=O)NCC(=O)OCC(=O)c2c(N)n(C)c(=O)n(C)c2=O)cc1	-1	-3	1	4	-21	-10	-10	-1	-16
CC(C)N(C(=O)CSc1nc2ccccc2n1-c1ccccc1)C(C)C	10	-2	-3	19	14	4	3	15	9
COc1ccc(NC(=O)c2cc(-c3ccco3)on2)cc1OC	4	-30	2	5	-3	-15	8	-6	0
COc1ccccc1NS(=O)(=O)c1ccc2c(c1)N(C(C)=O)CC(C)S2 (stereo not given)	23	-1	0	-3	1	12	-8	0	-1
CCOc1ccc(N2CC(C(=O)NCCc3ccc(OC)c(OC)c3)CC2=O)cc1 (stereo not given)	16	·	1	·	-33	·	·	-12	·
O=S(=O)(c1ccc(F)cc1)N1CC2CCCN2c2ccc(C(F)(F)F)cc21 (stereo not given)	18	9	-5	21	48	0	20	4	3
N#C/C(=C(/O)CN1CCOCC1)c1nc2ccccc2s1	3	3	-11	14	-3	7	11	3	9
O=C(NCc1ccccc1F)C1CCCN1C(=O)NCc1ccccc1 (stereo not given)	14	-8	1	-3	4	-1	-11	6	-5
O=C(CSc1ccc(-c2ccco2)nn1)Nc1cccc(F)c1	-19	-3	4	3	16	-3	15	-2	0

Bioassay records as filed in PubChem.
